Screening results as filed in PubChem.
Growth percent in the NCI-60 one-dose screen (48 h, 10 µM unless noted): 100 = growth as untreated, 0 = no growth, -100 = all killed.
COLO 205 = COLO 205 colon cancer; 79,000 compounds, 7.3% hits; AID 1794742
SK-OV-3 = SK-OV-3 ovarian cancer cells. 80,000 compounds, 3.2% hits. AID 1794785
HT29 = HT29 colon cancer; 81,000 compounds, 7.4% hits; AID 1794748
HCT-15 = HCT-15 colon cancer. 82,000 compounds, 5.2% hits. AID 1794746
SW-620 = SW-620 colon cancer | 82,000 compounds, 5.2% hits
KM12 = KM12 colon cancer cells | 82,000 compounds, 5% hits | AID 1794800
IGROV1 = IGROV1 ovarian cancer. 79,000 compounds, 4.7% hits
HCT-116 = HCT-116 colon cancer; 82,000 compounds, 7.3% hits
OVCAR-4 = OVCAR-4 ovarian cancer cells | 80,000 compounds, 3.7% hits
The depositor's hits bear a star. Rule for the calls: active = growth percent below 10; inactive = the rest.

`CCOC(=O)Nc1ccc(-c2nc(-c3cccc(OCCN4CCOCC4)c3)c(-c3ccnc(Br)c3)[nH]2)cc1` gave COLO 205 48, SK-OV-3 81, HT29 8.5*, HCT-15 11, SW-620 43, KM12 20, IGROV1 64, HCT-116 31 and OVCAR-4 53.
CCOC(=O)c1sc(NC(=O)/C=C/c2ccccc2)nc1N1CCOCC1 was read as COLO 205 110, SK-OV-3 102, HT29 93, HCT-15 102, SW-620 114, KM12 109, IGROV1 111, HCT-116 97 and OVCAR-4 90.
CCOC(=O)N1C(=O)NC(=O)C1c1ccc(OC)cc1 (stereo not given) was read as COLO 205 115, SK-OV-3 104, HCT-15 103, SW-620 112, KM12 93, IGROV1 135, HCT-116 109 and OVCAR-4 100.
Screening CC(C)CC(NC(=O)C(C)N)C(=O)OC(C)(C)C (stereo not given) returned COLO 205 100, SK-OV-3 99, HT29 110, HCT-15 97, SW-620 107, KM12 111, IGROV1 100, HCT-116 104 and OVCAR-4 98.
For COc1cc(/C=N/Nc2ncnc3c2c(C)nn3-c2ccc(F)cc2)ccc1O the results were COLO 205 104, SK-OV-3 99, HT29 92, HCT-15 81, SW-620 131, KM12 72, IGROV1 79, HCT-116 105 and OVCAR-4 90.
Screening COc1cc(N=C2C(=O)N(Cc3ccccc3)c3ccccc32)cc(OC)c1OC returned COLO 205 114, SK-OV-3 101, HT29 103, HCT-15 95, SW-620 103, KM12 96, IGROV1 86, HCT-116 100 and OVCAR-4 99.
O=C(CCCc1ccccn1)c1ccc(-c2ccccc2)cc1 was read as COLO 205 103, SK-OV-3 99, HT29 98, HCT-15 104, SW-620 107, KM12 107, IGROV1 110, HCT-116 91 and OVCAR-4 101.
`CCc1ccccc1-n1c(-c2cccs2)cc(-c2ccc(OC)cc2)c(C#N)c1=O` gave COLO 205 102, SK-OV-3 103, HT29 108, HCT-15 91, SW-620 106, KM12 118, IGROV1 107, HCT-116 90 and OVCAR-4 95.
`COc1ccc(C(=O)O)cc1C(=O)O` gave COLO 205 109, SK-OV-3 94, HT29 103, HCT-15 103, SW-620 101, KM12 102, IGROV1 108, HCT-116 89 and OVCAR-4 106.
For O=C1C(Cl)=C(Sc2ccccn2)SC2c3cccn3CCN12 (stereo not given) the results were COLO 205 116, SK-OV-3 99, HT29 98, HCT-15 100, SW-620 97, KM12 85, IGROV1 95, HCT-116 83 and OVCAR-4 89.
CCCc1ccc(C)c(Br)c1 was read as SK-OV-3 94, HT29 105, HCT-15 101, SW-620 100, KM12 100, IGROV1 92 and HCT-116 104.
`O=C1CSC(c2ccccc2O)N1c1nnc(Cn2nnc3ccccc32)o1` (stereo not given) gave COLO 205 129, SK-OV-3 96, HT29 103, HCT-15 85, SW-620 94, KM12 82, IGROV1 63, HCT-116 84 and OVCAR-4 77.
COc1ccc(C2SCC(=O)N2CCCN2CCOCC2)cc1OC (stereo not given) was read as COLO 205 112, SK-OV-3 108, HT29 109, HCT-15 105, SW-620 98, KM12 102, IGROV1 105, HCT-116 110 and OVCAR-4 102.
Screening CC(=O)/C(=C/N1CC(=O)NC1=S)C(=O)Nc1ccc([N+](=O)[O-])cc1 returned COLO 205 106, SK-OV-3 99, HT29 104, HCT-15 100, SW-620 102, KM12 97, IGROV1 100, HCT-116 90 and OVCAR-4 108.
C/C(=N\NC(=O)Cn1c(C(C)C)nc2ccccc21)c1ccc(Br)c([N+](=O)[O-])c1 was read as COLO 205 107, SK-OV-3 92, HT29 114, HCT-15 91, SW-620 96, KM12 91, IGROV1 120, HCT-116 99 and OVCAR-4 105.
Screening Cc1ccc2nc(-c3ccc(C(=O)N/N=C/c4cc(O)c(O)c(O)c4)cc3)[nH]c2c1 returned COLO 205 81, HT29 89, HCT-15 105, SW-620 114, KM12 97, IGROV1 85, HCT-116 92 and OVCAR-4 98.
CC(C#N)CCl (stereo not given) was read as COLO 205 107, SK-OV-3 102, HT29 106, HCT-15 103, SW-620 109, KM12 114, IGROV1 101, HCT-116 106 and OVCAR-4 104.
Cc1ccc(S(=O)(=O)N(CC[C@@H]2C[C@H]2c2cc3ccccc3o2)Cc2cccc3cccnc23)cc1 was read as COLO 205 114, SK-OV-3 95, HT29 79, HCT-15 78, SW-620 91, KM12 98, IGROV1 77, HCT-116 79 and OVCAR-4 76.
Screening CC(C)COc1ccc(O)cc1 returned COLO 205 116, SK-OV-3 103, HT29 99, HCT-15 97, SW-620 87, KM12 96, IGROV1 103, HCT-116 99 and OVCAR-4 93.
Screening CN(C)c1ccc(/C=C2\SC(=S)N(Cc3ccco3)C2=O)cc1 returned COLO 205 116, SK-OV-3 110, HT29 104, HCT-15 86, SW-620 104, KM12 103, IGROV1 107, HCT-116 100 and OVCAR-4 87.

Reprinted from the entries so far (2 entries):
`CCOC(=O)Nc1ccc(-c2nc(-c3cccc(OCCN4CCOCC4)c3)c(-c3ccnc(Br)c3)[nH]2)cc1` gave COLO 205 48, SK-OV-3 81, HT29 8.5*, HCT-15 11, SW-620 43, KM12 20, IGROV1 64, HCT-116 31 and OVCAR-4 53.
CCOC(=O)c1sc(NC(=O)/C=C/c2ccccc2)nc1N1CCOCC1 was read as COLO 205 110, SK-OV-3 102, HT29 93, HCT-15 102, SW-620 114, KM12 109, IGROV1 111, HCT-116 97 and OVCAR-4 90.

Continued:
Screening N#Cc1c(-c2ccc(Cl)cc2)nc(SCc2ccc(F)cc2)[nH]c1=O returned COLO 205 116, SK-OV-3 108, HT29 117, HCT-15 103, SW-620 103, KM12 103, IGROV1 107, HCT-116 113 and OVCAR-4 103.
CC(C)(C)c1ccc(SCC(=O)O)cc1 was read as COLO 205 121, SK-OV-3 114, HT29 99, HCT-15 109, SW-620 104, KM12 114, IGROV1 109, HCT-116 101 and OVCAR-4 113.
Screening c1ccc(CSc2nnc3c4c5c(sc4nc(-c4cccnc4)n23)CCCCCC5)cc1 returned COLO 205 20, SK-OV-3 71, HT29 22, HCT-15 94, SW-620 55, KM12 34, IGROV1 77, HCT-116 29 and OVCAR-4 27.
For Cc1nn(-c2ccccc2)c(Cl)c1/C=C/C(=O)c1ccc(F)cc1 the results were COLO 205 105, SK-OV-3 110, HT29 91, HCT-15 74, SW-620 65, KM12 85, IGROV1 104, HCT-116 51 and OVCAR-4 93.
`Nc1ccc(S(=O)(=O)O)c2ccc(S(=O)(=O)O)cc12` gave SK-OV-3 97, HT29 101, HCT-15 109, SW-620 109, KM12 110, IGROV1 108, HCT-116 91 and OVCAR-4 95.
`CC1(C)C(=O)CC[C@]2(C)[C@H]3C(=O)C=C4[C@@H]5C[C@@](C)(C(=O)Nc6cccc7cccnc67)CC[C@]5(C)CC[C@@]4(C)[C@]3(C)CC[C@@H]12` gave COLO 205 86, SK-OV-3 90, HT29 81, HCT-15 58, SW-620 52, KM12 85, IGROV1 63, HCT-116 59 and OVCAR-4 76.
NC(=O)N(CCO)CCO was read as COLO 205 114, SK-OV-3 110, HT29 103, HCT-15 92, SW-620 103, KM12 104, IGROV1 101, HCT-116 102 and OVCAR-4 98.
For CC(C)(C)OC(=O)C(Cc1cccc(-c2ccco2)c1)NC(=O)OCc1ccccc1 (stereo not given) the results were COLO 205 70, SK-OV-3 77, HT29 65, HCT-15 40, SW-620 92, KM12 72, IGROV1 79, HCT-116 52 and OVCAR-4 79.
Screening Cc1cc(-n2cnc3c(=O)[nH]cnc32)ccc1N returned COLO 205 118, SK-OV-3 104, HT29 97, HCT-15 110, SW-620 106, KM12 103, IGROV1 99, HCT-116 101 and OVCAR-4 105.
Screening Cc1nc2ccccc2nc1SCc1nnc(Nc2ccc(Cl)cc2)o1 returned COLO 205 88, SK-OV-3 84, HT29 57, HCT-15 74, SW-620 56, KM12 77, IGROV1 55, HCT-116 28 and OVCAR-4 71.
Screening Cc1cc(N2CCN(CCNc3ccnc4cc(Cl)ccc34)CC2)nc(-n2ccnc2)n1 returned COLO 205 80, SK-OV-3 100, HT29 67, HCT-15 67, SW-620 89, KM12 82, IGROV1 83, HCT-116 49 and OVCAR-4 62.
COC(=O)c1nc(N)nc(C(=O)OC)c1C(=O)c1ccccc1 was read as COLO 205 117, SK-OV-3 120, HT29 120, HCT-15 102, SW-620 113, KM12 108, IGROV1 110, HCT-116 107 and OVCAR-4 121.
For O=[N+]([O-])c1ccc(/C=[N+](\[O-])CCO)o1 the results were COLO 205 84, SK-OV-3 107, HT29 122, HCT-15 102, SW-620 101, KM12 98, IGROV1 66, HCT-116 94 and OVCAR-4 113.
`c1ccc(C2=NC(c3ccccc3)CC2)cc1` (stereo not given) gave COLO 205 107, SK-OV-3 98, HT29 103, HCT-15 94, SW-620 97, KM12 100, IGROV1 107, HCT-116 109 and OVCAR-4 107.
`CCCCCCOC(=O)N1CCCCC1CCC` (stereo not given) gave COLO 205 94, SK-OV-3 93, HT29 104, HCT-15 105, SW-620 112, KM12 109, HCT-116 66 and OVCAR-4 101.
For COc1ccc2c(c1)CC[C@@H]1[C@@H]2CC[C@]2(C)C3C(=CC(COC(C)=O)C4C(=O)c5c(OC)cccc5C(=O)C43)C[C@@H]12 (stereo not given in full) the results were COLO 205 104, SK-OV-3 103, HT29 90, HCT-15 89, SW-620 97, KM12 79, IGROV1 81, HCT-116 67 and OVCAR-4 82.
`COc1cc(-c2nc(SCCC(C)C)nc(Nc3ccccc3Cl)c2C#N)cc(OC)c1OC` gave COLO 205 109, SK-OV-3 120, HT29 89, HCT-15 93, SW-620 102, KM12 96, IGROV1 92, HCT-116 89 and OVCAR-4 90.
Screening COc1ccc(N2N=C(c3ccc4c(c3)OCCO4)CC2c2cccc(NC(=O)CCCNS(=O)(=O)c3ccc(F)cc3)c2)cc1 (stereo not given) returned COLO 205 84, SK-OV-3 101, HT29 84, HCT-15 68, SW-620 95, KM12 -93*, IGROV1 82, HCT-116 73 and OVCAR-4 60.
For O=c1[nH]nc(Br)c(=O)n1C(c1ccccc1)c1ccccc1 the results were COLO 205 109, SK-OV-3 105, HT29 108, HCT-15 94, SW-620 109, KM12 98, IGROV1 93, HCT-116 95 and OVCAR-4 83.
Screening O=C(O)c1ccc(=O)[nH]n1 returned COLO 205 111, SK-OV-3 106, HT29 123, HCT-15 101, SW-620 102, KM12 123, IGROV1 137, HCT-116 106 and OVCAR-4 113.
CCCCCCC1CCCCN1C(c1ccccc1)C(O)c1ccccc1 (stereo not given) was read as COLO 205 57, SK-OV-3 69, HT29 15, HCT-15 58, SW-620 72, KM12 48, IGROV1 55, HCT-116 29 and OVCAR-4 46.
For CCCCCCOC(=O)c1cc(-c2cc([N+](=O)[O-])ccc2F)nc2ccccc12 the results were COLO 205 116, SK-OV-3 94, HT29 103, HCT-15 92, SW-620 97, KM12 99, IGROV1 83, HCT-116 86 and OVCAR-4 93.
O=C(NCc1cccs1)c1ccc(OCC2CCCO2)cc1 (stereo not given) was read as SK-OV-3 111, HT29 118, HCT-15 102, SW-620 109, KM12 101, IGROV1 109, HCT-116 114 and OVCAR-4 105.

Structures listed so far with fluorine:
For COc1cc(/C=N/Nc2ncnc3c2c(C)nn3-c2ccc(F)cc2)ccc1O the results were COLO 205 104, SK-OV-3 99, HT29 92, HCT-15 81, SW-620 131, KM12 72, IGROV1 79, HCT-116 105 and OVCAR-4 90.
Screening N#Cc1c(-c2ccc(Cl)cc2)nc(SCc2ccc(F)cc2)[nH]c1=O returned COLO 205 116, SK-OV-3 108, HT29 117, HCT-15 103, SW-620 103, KM12 103, IGROV1 107, HCT-116 113 and OVCAR-4 103.
For Cc1nn(-c2ccccc2)c(Cl)c1/C=C/C(=O)c1ccc(F)cc1 the results were COLO 205 105, SK-OV-3 110, HT29 91, HCT-15 74, SW-620 65, KM12 85, IGROV1 104, HCT-116 51 and OVCAR-4 93.
Screening COc1ccc(N2N=C(c3ccc4c(c3)OCCO4)CC2c2cccc(NC(=O)CCCNS(=O)(=O)c3ccc(F)cc3)c2)cc1 (stereo not given) returned COLO 205 84, SK-OV-3 101, HT29 84, HCT-15 68, SW-620 95, KM12 -93*, IGROV1 82, HCT-116 73 and OVCAR-4 60.
For CCCCCCOC(=O)c1cc(-c2cc([N+](=O)[O-])ccc2F)nc2ccccc12 the results were COLO 205 116, SK-OV-3 94, HT29 103, HCT-15 92, SW-620 97, KM12 99, IGROV1 83, HCT-116 86 and OVCAR-4 93.
